CHRM1 PAM = positive allosteric modulators of human M1 muscarinic receptor; CHO-K1 hM1, Fluo-8 calcium fluorescence, ACh EC20; 0% = ACh EC20, 100% = maximal ACh; activation, % at 3 µM; 360,000 compounds, 0.088% hits; AID 588819; in the data active means activation above about 19%, passing the limit was not always enough
OXTR ag = activates the human oxytocin receptor. P30559. CHO-OTR cells, Fluo-8 calcium fluorescence; normalized: DMSO 0%, oxytocin 100%. activation, % at 3 µM. 320,000 compounds, 0.32% hits;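 active means activation above the mean of all tested compounds plus 3 SD, cutoff set per screening run, cut at about 20% in these data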;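 further: peak over basal fluorescence ratio from a 100 s FLIPR kinetic read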
Target sequence (P30559 whole entry, looked up): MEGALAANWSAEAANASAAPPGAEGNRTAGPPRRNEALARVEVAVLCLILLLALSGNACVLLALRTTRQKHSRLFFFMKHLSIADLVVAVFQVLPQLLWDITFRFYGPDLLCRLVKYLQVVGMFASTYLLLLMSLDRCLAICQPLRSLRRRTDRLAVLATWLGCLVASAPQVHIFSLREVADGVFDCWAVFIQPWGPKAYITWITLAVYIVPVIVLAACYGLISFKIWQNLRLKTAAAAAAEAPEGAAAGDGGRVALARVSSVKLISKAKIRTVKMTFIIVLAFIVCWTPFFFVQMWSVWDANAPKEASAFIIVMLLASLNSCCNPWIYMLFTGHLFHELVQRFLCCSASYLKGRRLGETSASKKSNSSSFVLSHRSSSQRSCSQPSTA
M1 antag = human CHRM1 antagonism; inhibition, % at 3 µM; P11229; 360,000 compounds, 1.3% hits; CHO-K1 hM1, Fluo-8 calcium fluorescence, ACh EC80 antagonist;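 active means percent inhibition above its own plate's cutoff, namely the mean of that plate's compound wells plus 3 SD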;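 further: peak over basal fluorescence ratio during 140 s after agonist addition; 0% = ACh EC80 plus DMSO and 100% = DMSO alone without agonist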
M1 ag = human M1 muscarinic receptor agonism; P11229; CHO-K1 hM1, Fluo-8 calcium fluorescence, agonist mode; 0% DMSO, 100% acetylcholine EC100; activation, % at 3 µM; 360,000 compounds, 0.33% hits; AID 588814;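 active means activation above the run's mean compound activation plus 3 SD, cut at about 16% in these data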;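 further: peak over basal fluorescence ratio within a 140 s kinetic read after compound addition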
TAAR1 agonist = agonists of human TAAR1; 360,000 compounds, 0.99% hits; CHO RD-HGA16 TAAR1, Fluo-8 calcium fluorescence; vehicle wells 0%, saturating PEA agonist 100%; activation, % at 3 µM; AID 624467; Q96RJ0;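 active means activation above the mean activation of all test compounds in the run plus 3 SD, cut at about 38% in these data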
Target sequence (Q96RJ0 whole entry, looked up): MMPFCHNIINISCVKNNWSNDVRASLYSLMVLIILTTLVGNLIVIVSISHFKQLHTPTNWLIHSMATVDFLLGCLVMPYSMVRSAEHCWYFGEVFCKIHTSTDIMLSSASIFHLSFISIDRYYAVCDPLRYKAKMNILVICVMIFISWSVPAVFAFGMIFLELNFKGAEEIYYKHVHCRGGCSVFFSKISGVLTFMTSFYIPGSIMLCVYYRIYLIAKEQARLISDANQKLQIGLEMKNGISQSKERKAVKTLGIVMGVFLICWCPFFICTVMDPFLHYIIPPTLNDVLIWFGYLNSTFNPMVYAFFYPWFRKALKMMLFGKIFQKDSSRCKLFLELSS
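Test system: RD-HGA16 (CHO) cells co-expressing Gα16 and hTAAR1 / Benchmarks: DMSO vehicle as 0%, PEA at EC100 as 100% / Repeats: no replicates (n 1) / Measure: % activation from peak over basal fluorescence ratio, DMSO-to-PEA scaled / Timing: 17-24 h plating, Fluo-8 75 min 37 °C, 30 min RT / Technique: kinetic Fluo-8 calcium fluorescence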
CHO parental Ca = counter-screen: ATP calcium response change in parental CHO cells; parental CHO-K1, ATP-induced calcium, Fluo-8 fluorescence; inhibition, % at 5.6 µM; 330,000 compounds, 0.63% hits; AID 463079;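 active means inhibition above that plate's mean sample inhibition plus 3 SD, cut at about 26% in these data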;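 further: 0% = ATP-challenged DMSO wells and 100% = DMSO wells without ATP; some compounds past the cut are filed as inactive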
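material = parental CHO cells | also added = ATP as calcium-mobilizing challenge | dosing = single point at 5.6 µM | detection = intracellular calcium via Fluo-8 no-wash fluorescent dye | read-out = % inhibition | benchmarks = low control ATP plus DMSO, high control DMSO only | repeats = one well per compound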
OXTR potentiator = potentiates the human oxytocin receptor response; 320,000 compounds, 0.061% hits; activation, % at 3 µM; CHO-OTR cells, Fluo-8 calcium fluorescence, potentiator mode; 0% = oxytocin EC15, 100% = EC100;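 active means activation above that plate's cutoff, the mean activation of tested compounds plus 3 SD, cut at about 6.6% in these data, passing the limit was not always enough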;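 further: 100% uses oxytocin at 75 nM as the full agonist control; some results filed as inactive read as strong as hits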
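Assay system: CHO-OTR cells, human receptor / Also added: oxytocin at about EC15, sub-maximal agonist stimulus / Dosing: single dose, 3.0 µM nominal final compound concentration / Incubation: 6 min pre-incubation, 100 s read / Technique: Fluo-8 calcium dye fluorescence / Read-out: % activation vs EC15 and EC100 oxytocin / Benchmarks: EC15 oxytocin low, 75 nM oxytocin high / Replicates: singlicate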
TAAR1 antagonist = human TAAR1 antagonism; AID 624466; inhibition, % at 3 µM; CHO RD-HGA16 TAAR1, Fluo-8 calcium fluorescence, antagonist; Q96RJ0; 360,000 compounds, 1.5% hits;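 active means inhibition above a per-plate cutoff, the mean inhibition of test compounds on that plate plus 3 SD, cut at about 49% in these data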;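 further: 0% = DMSO plus EC80 beta-PEA response and 100% = DMSO alone without agonist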
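Assay system: CHO-derived RD-HGA16 cells stably expressing human TAAR1 plus Gα16. Timing: 140 s kinetic read after compound, 140 s after agonist. Technique: kinetic Fluo-8 calcium fluorescence measurement. Measure: % inhibition of agonist calcium response.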
V1R ag counter = activates human V1a receptor in oxytocin agonist counter-screen; CHO-V1R cells, Fluo-8 calcium fluorescence, agonist mode; 0% DMSO, 100% 3 nM vasopressin; activation, % at 3 µM; AID 2797; 320,000 compounds, 0.25% hits; P37288;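 active means activation above the mean activation of all tested compounds plus 3 SD, per screening run, cut at about 20% in these data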;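 further: signal is peak over basal fluorescence ratio across a 100 second FLIPR read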
The depositor's hits bear a star; / = not tested or not shown.

The first 3 entries (preview)
SMILES	CHRM1 PAM	OXTR ag	M1 antag	M1 ag	TAAR1 agonist	CHO parental Ca	OXTR potentiator	TAAR1 antagonist	V1R ag counter
CN(C)S(=O)(=O)N1CCc2ccccc21	3	0.0	-3	-4	13	-1	-5	-8	-1.5
COC(=O)c1c(NC(=O)c2ccccc2)sc2c1CC(C)(C)NC2(C)C	0	2.1	-1	-5	2	-9	-8	2	0.8
CCN(CC)C(=O)CN(c1cc2c(cc1OC)oc1ccccc12)S(=O)(=O)c1ccccc1	-2	-1.0	-23	-2	1	-18	-2	-7	0.9

The list itself, from the start:
SMILES	CHRM1 PAM	OXTR ag	M1 antag	M1 ag	TAAR1 agonist	CHO parental Ca	OXTR potentiator	TAAR1 antagonist	V1R ag counter
CN(C)S(=O)(=O)N1CCc2ccccc21	3	0.0	-3	-4	13	-1	-5	-8	-1.5
COC(=O)c1c(NC(=O)c2ccccc2)sc2c1CC(C)(C)NC2(C)C	0	2.1	-1	-5	2	-9	-8	2	0.8
CCN(CC)C(=O)CN(c1cc2c(cc1OC)oc1ccccc12)S(=O)(=O)c1ccccc1	-2	-1.0	-23	-2	1	-18	-2	-7	0.9
O=C(Nc1ccccc1C(=O)O)c1cc(S(=O)(=O)N2CCOCC2)cs1	4	-0.7	-5	-3	-2	-5	1	0	0.8
COc1cc(C(=O)N2CCN(C/C=C/c3ccccc3)CC2)cc(OC)c1C	-3	-2.4	-21	-7	-4	-11	-2	-9	5.3
O=C1CN(c2nc(-c3ccccc3)c3ccccc3n2)c2ccccc2N1	-1	-0.8	0	-4	0	-26	0	0	0.2
CCc1c(C(=O)NC2CCCc3ccccc32)[nH]c(C)c1C(C)=O (stereo not given)	-2	2.9	-5	2	4	-12	-10	3	5.0
Cc1cc(C)cc(NC(=O)NC2CCN(CC(=O)Nc3cccc(Cl)c3C)CC2)c1	9	0.2	-5	-1	2	-14	-4	6	0.7
CCC(=O)Nc1cc(Cl)ccc1N1CCN(C(=O)CC)CC1	6	-2.0	-5	-4	1	-20	-9	-23	-0.7
CN(C(=O)c1ccccc1F)C(c1ccccc1)c1ccccc1	-4	-1.8	2	-7	6	-18	-4	36	-1.0
Cc1ccc(-c2csc(N(Cc3ccccc3)C(=O)COc3ccccc3)n2)cc1	9	0.3	-8	-4	6	-12	1	18	1.2
Cc1ccc(C(=O)N2CCN(C)CC2)cc1S(=O)(=O)N1CCCCC1	7	/	-14	-7	3	/	/	-16	/
CCN(CC(=O)Nc1c(F)cccc1F)C(=O)c1ccc2ncsc2c1	7	-0.3	-7	2	1	-2	-4	2	-1.1
COC(=O)c1ccc(S(=O)(=O)NCc2ccccn2)n1C	-3	0.6	3	-4	0	-7	-3	-10	1.3
Cc1ccc(Cl)cc1NC(=O)NCc1ccccn1	14	-0.7	-13	1	1	-8	5	-16	3.2
COc1cccc2cc(C(=O)CC3(O)C(=O)N(Cc4ccccc4)c4ccccc43)c(=O)oc12 (stereo not given)	-1	-0.4	4	-2	14	-6	-1	11	0.7
CN(c1ccccc1)S(=O)(=O)c1ccc(C(=O)Nc2nnc(-c3ccco3)o2)cc1	-8	-1.9	16	-2	3	-11	-3	-5	-0.2
CCC(CC)NCC(O)COc1ccc(Br)cc1 (stereo not given)	6	3.0	-10	-7	5	-5	-5	-11	0.0
COc1ccc(N(Cc2cc3ccccc3[nH]c2=O)S(=O)(=O)c2ccc(C)cc2)cc1	2	-0.1	1	-2	1	-16	-8	55*	0.0
O=c1[nH]c2cc3c(cc2cc1CN(CCCO)C(=S)NCc1ccco1)OCO3	2	0.2	5	-4	0	-3	2	6	0.2
O=C(N/N=C/c1cc(Br)c(Br)s1)c1ccncc1	4	-0.7	-19	0	0	2	-5	-14	-0.8
C=CCNC(=O)CCCC(=O)NCC=C	6	1.2	-10	-2	9	5	-3	-8	-0.6
CCC(=O)Nc1nc2ccc(NC(C)=O)cc2s1	11	-1.3	-16	-3	-1	-1	-10	0	0.5
COC(=O)CSc1nnc(-c2ccc(OC)cc2OC)o1	6	-0.3	-8	-6	0	-4	-9	-7	1.5
S=C(Nc1ccc(Cl)cc1Cl)NC1CCCCC1	-6	-1.3	2	-2	6	10	-10	18	4.8
(listing goes on)
SMILES	CHRM1 PAM	OXTR ag	M1 antag	M1 ag	TAAR1 agonist	CHO parental Ca	OXTR potentiator	TAAR1 antagonist	V1R ag counter
COc1ccc2c(-c3ccccc3)cc(=O)[nH]c2c1	1	1.2	1	-3	6	-2	-6	-16	0.4
COc1ccc(C(=O)Nc2ccc(NC(=O)c3cccs3)cc2)cc1Cl	9	0.0	-8	-7	6	-2	-11	6	0.2
CCCC[C@H]1COCCS(=O)(=O)N1Cc1ccc(C)cc1	-4	0.2	11	-8	-1	-10	-1	0	1.8
CC1CCN(S(=O)(=O)c2csc(C(=O)Nc3ccccc3)c2)CC1	-8	0.6	1	-3	5	-7	-4	-9	2.8
COc1ccc(N(CC(=O)N2CCOCC2)S(C)(=O)=O)c(OC)c1	22	1.7	-17	4	6	-13	0	-18	1.2
CC(C)(CNC(=O)c1ccc(S(=O)(=O)Nc2cccc(C(F)(F)F)c2)cc1)N1CCOCC1	-10	4.0	19	-7	5	-9	-9	4	3.7
N#CCCN(C(=O)COC(=O)CNC(=O)c1cccs1)c1ccc(F)cc1	-1	-0.4	4	-4	2	6	-9	-14	-0.2
Cn1c(SCC(=O)NC2CCCCC2)nc2c(c1=O)SCC2	4	/	-9	0	0	/	/	6	/
Cc1sc(-n2c(C)cc(/C=N/n3cnnc3)c2C)c(C#N)c1C	-3	6.1	-4	-6	/	-10	-6	/	3.7
COc1cccc(N2CCN(C(=O)CN(c3ccc(C)cc3)S(=O)(=O)c3c(C)n[nH]c3C)CC2)c1	-1	1.1	-5	-5	3	-15	-5	-14	0.5
O=C(CSc1nnnn1Cc1ccccc1)NCC(=O)c1ccccc1	-3	-0.8	-2	-5	8	1	2	-4	0.5
CCOC(=O)Nc1ccc2c(c1)N(C(=O)N1CCN(C)CC1)c1ccccc1S2	-23	12	97*	-5	16	-10	-7	-3	5.8
OC(c1ccc(Cl)c(Cl)c1)c1ncc(-c2ccccc2F)[nH]1 (stereo not given)	11	/	-11	-1	10	/	/	15	/
O=C(Cc1ccc(-c2ccccc2)cc1)NC1CCCC1	4	1.1	3	3	59*	-4	-1	-4	-0.2
O=C(O)CN1CCN(Cc2cccc(Cl)c2)C1=O	19	1.7	-21	4	0	-1	-4	-14	-0.6
Cc1ccc(NC(=O)C(=O)NN)cc1	3	1.1	-24	-1	0	-8	-2	-17	0.1
COC(=O)C1C=CC(OC2OC(COC(C)=O)C(OC(C)=O)C(OC(C)=O)C2OC(C)=O)n2c(=O)n(-c3ccccc3)c(=O)n21 (stereo not given)	10	/	-10	1	0	/	/	-5	/
CNc1c(NS(=O)(=O)c2cc(Cl)ccc2OC)c(=O)oc2ccccc12	-6	5.6	6	-1	9	-14	-12	34	5.9
N#Cc1ccccc1N/C=C/C(=O)c1ccc(Cl)cc1	4	-1.6	-8	-6	1	-24	-6	17	-0.8
O=C(COC(=O)/C=C/c1ccc(S(=O)(=O)N2CCOCC2)cc1)NCc1ccc2c(c1)OCO2	14	-0.3	-8	-8	5	4	-3	-2	0.8
N#CCCN(C(=O)COC(=O)c1ccc2ccccc2n1)c1ccccc1	6	1.4	-9	2	13	-9	-2	2	1.2
COc1ccc(C(=O)Nc2ccccc2)cc1S(=O)(=O)NCc1ccco1	2	1.2	-1	-5	20	0	0	-10	2.8
Cc1onc(-c2c(Cl)cccc2Cl)c1C(=O)N=C(N)N1CCCC1	8	-1.6	-8	-6	5	-6	-2	-13	-1.5
CCc1nnc(NC(=O)CSc2nc(-c3ccccc3)nc3ccccc23)s1	6	-0.5	-2	-4	1	-2	-2	-17	-0.1
CCCN1CCC(NC(=O)C2CCN(C(C)=O)CC2)CC1	5	0.8	-17	-2	1	2	5	-14	0.7
Following part
SMILES	CHRM1 PAM	OXTR ag	M1 antag	M1 ag	TAAR1 agonist	CHO parental Ca	OXTR potentiator	TAAR1 antagonist	V1R ag counter
COc1ccccc1N1CCN(C(=O)c2ccc(Cl)c(S(=O)(=O)N3CCCC3)c2)CC1	-1	-0.7	4	-5	2	-9	-3	-4	0.5
O=C(Nc1ccc(Cl)cc1)c1cc(S(=O)(=O)N2CCCCC2)ccc1N1CCOCC1	-5	/	16	-6	1	/	/	-6	/
O=C(COc1ccc(Br)cc1Cl)NC(=S)N1CCc2ccccc21	10	-0.3	-8	-8	0	-3	-4	10	-0.3
CCSc1ccccc1C(=O)NCCCn1ccnc1	-1	-0.7	3	-3	2	-6	-12	4	-1.2
CNc1nc(SC)nc(N(C#N)CC(=O)OC)n1	1	0.4	-1	2	4	-4	-9	0	1.0
CSc1ncc2c(n1)-c1cc(C)ccc1SC2	2	-2.0	-20	0	9	-1	-8	-27	-0.2
O=C(Nc1ccccc1OC(F)F)c1ccc(Br)o1	7	-2.7	-9	-5	11	-11	2	-11	-0.9
Cc1nccn1CCCN1C(=O)OC2(CCCCC2)C1(C)O (stereo not given)	-2	-0.7	-6	-6	9	-7	-6	11	2.5
Cc1ccccc1Cn1c2ccccc2c2cn[nH]c(=O)c21	11	-2.5	-13	1	1	-30	-10	-9	-2.1
COc1ccccc1N(CCC#N)C(=O)COC(=O)CCC(=O)c1ccc(F)cc1	8	4.5	-1	-1	5	-13	0	-9	2.8
CC(C)CCNC(=S)NC1CCCC1	7	-2.4	-6	-7	7	0	-6	10	-0.9
COc1ccc(-c2cc3nc(C)c(C)c(N4CCN(C(=O)c5ccoc5)CC4)n3n2)cc1	3	/	-18	-7	2	/	/	2	/
Cc1ccc(C)c(N2CN(Cc3cccnc3)CNC2=S)c1	2	-0.5	-1	-6	4	-4	-12	2	0.7
COc1ccc(CNC(=O)C2CCN(S(=O)(=O)N3CCCC3)CC2)c(OC)c1	1	1.1	-1	-3	2	0	-1	8	1.2
S=C(NCCc1ccccc1)N/N=C/c1cccs1	-1	-3.7	8	-6	3	-18	-14	-36	-0.6
O=C(CSc1ccncc1)Nc1ccc2ccccc2c1	9	1.8	0	-6	7	-10	-4	3	5.1
CN(C)c1ccc(C2CC(c3cccc(NS(C)(=O)=O)c3)=NN2C(=O)c2ccccc2)cc1 (stereo not given)	7	0.3	7	-5	4	-9	-10	-12	0.0
COc1ccc(OC)c(Nc2nc(N(C)c3ccccc3)nc(N)c2[N+](=O)[O-])c1	4	-0.1	-5	-2	0	-6	-2	-4	-0.8
CCOC(=O)C(C(=O)OCC)C1N=C(N)N=C2Oc3ccccc3N21 (stereo not given)	13	-1.9	-6	3	7	-2	-6	-15	-0.2
